CHRM4 PAM: CHRM4 positive allosteric modulation; P08173; CHO-K1 hM4/Gqi5, Fluo-8 calcium fluorescence, ACh EC20; 0% = ACh EC20, 100% = maximal ACh; activation, % at 3 µM; 0.4% of 360,000 active;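 active means activation above its plate's cutoff, the mean activation of sample wells plus 3 SD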; further: some results filed as inactive read as strong as hits
Target sequence (P08173 whole entry, looked up): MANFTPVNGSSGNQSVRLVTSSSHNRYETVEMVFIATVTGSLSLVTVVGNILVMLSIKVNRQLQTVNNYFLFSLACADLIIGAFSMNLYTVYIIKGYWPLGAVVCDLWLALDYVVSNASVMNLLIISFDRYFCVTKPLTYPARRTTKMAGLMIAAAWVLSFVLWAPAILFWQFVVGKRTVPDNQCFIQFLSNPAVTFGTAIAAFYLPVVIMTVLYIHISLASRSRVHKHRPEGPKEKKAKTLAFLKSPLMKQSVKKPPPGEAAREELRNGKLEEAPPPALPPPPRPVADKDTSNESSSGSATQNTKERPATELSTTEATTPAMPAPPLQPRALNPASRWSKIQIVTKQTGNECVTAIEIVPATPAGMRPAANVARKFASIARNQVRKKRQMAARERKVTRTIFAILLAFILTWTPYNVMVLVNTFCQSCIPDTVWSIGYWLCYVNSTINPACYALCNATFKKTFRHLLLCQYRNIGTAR
CRFBP-R2 agonist: agonists of human CRF-binding protein/CRF-R2 receptor complex | HEK293 CRF-R2/CRF-BP, calcium dye fluorescence (FLIPR); percent of saturating CRF peptide response | activation, % at 13.2 µM | 0.46% of 350,000 active | AID 588473;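 active means activation of at least 50%, plus an integration ratio under a set limit after plate pattern correction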;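 further: plate controls were neutral control wells without compound for no effect and CRF at EC100 for full effect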
M4 antag: CHRM4 antagonism in calcium assay | CHO-hM4 cells, ACh EC80, Fluo-8 calcium fluorescence | 0.73% of 360,000 active | inhibition, % at 3 µM | P08173;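 active means inhibition above its plate's cutoff, the mean inhibition of sample wells plus 3 SD, cut at about 27% in these data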;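 further: 0% = acetylcholine EC80 with DMSO and 100% = DMSO without agonist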
M5 PAM: CHRM5 positive allosteric modulation; P08912; CHO-K1 hM5, Fluo-8 calcium, ACh EC20 PAM; 0% = ACh EC20, 100% = ACh EC100; activation, % at 3 µM; 0.3% of 360,000 active;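 active means activation above the run cutoff, the mean activation of all test compounds plus 3 SD, cut at about 18% in these data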
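System: CHO-K1 hM5 cells. Reagent: acetylcholine, EC20 level. Compound dosing: single dose, 3 µM nominal final test concentration. Timing: Post-acetylcholine fluorescence recording 140 s. Detection: Fluo-8 calcium fluorescence. Read-out: % activation, ACh-normalized. Benchmarks: ACh EC20 and EC100 wells. Repeats: singlicate, one well per test compound.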
M5 antag: antagonists of human muscarinic M5 receptor (CHRM5); inhibition, % at 3 µM; AID 624040; P08912; 0.59% of 360,000 active; CHO-hM5 cells, Fluo-8 calcium fluorescence, ACh EC80;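 active means inhibition above a per-plate cutoff, the mean of that plate's test compounds plus 3 SD, cut at about 27% in these data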;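 further: 0% = acetylcholine EC80 with DMSO and 100% = DMSO without agonist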
CHRM5 agonist: agonists of human muscarinic M5 receptor (CHRM5); activation, % at 3 µM; P08912; AID 624037; 0.19% of 360,000 active; CHO-K1 hM5 cells, Fluo-8 calcium fluorescence; 0% DMSO wells, 100% maximal acetylcholine response;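 active means activation above the run's mean over test compounds plus 3 SD, cut at about 23% in these data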;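 further: signal is peak over basal fluorescence ratio across the kinetic read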
M1 PAM: positive allosteric modulators of human M1 muscarinic receptor; 0.088% of 360,000 active; CHO-K1 hM1, Fluo-8 calcium fluorescence, ACh EC20; 0% = ACh EC20, 100% = maximal ACh; AID 588819; activation, % at 3 µM; in the data active means activation above about 19%, passing the limit was not always enough
Target sequence (P11229 whole entry, looked up): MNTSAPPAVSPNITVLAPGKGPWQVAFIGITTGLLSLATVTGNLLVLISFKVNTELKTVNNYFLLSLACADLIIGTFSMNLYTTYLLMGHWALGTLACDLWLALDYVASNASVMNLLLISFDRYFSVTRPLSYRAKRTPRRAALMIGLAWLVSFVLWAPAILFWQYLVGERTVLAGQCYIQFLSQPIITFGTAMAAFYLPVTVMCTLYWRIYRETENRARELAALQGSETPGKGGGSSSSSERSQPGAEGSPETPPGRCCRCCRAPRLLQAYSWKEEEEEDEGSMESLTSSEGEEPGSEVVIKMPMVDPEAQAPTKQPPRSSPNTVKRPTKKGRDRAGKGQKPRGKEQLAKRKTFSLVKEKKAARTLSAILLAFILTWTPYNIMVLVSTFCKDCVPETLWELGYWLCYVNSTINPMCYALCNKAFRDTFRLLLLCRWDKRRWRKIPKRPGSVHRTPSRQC
CHRM4 agonist: CHRM4 agonism in calcium assay | CHO-K1 hM4/Gqi5, Fluo-8 calcium fluorescence; vehicle 0%, full acetylcholine response 100% | activation, % at 3 µM | 0.14% of 360,000 active;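 active means activation above the run mean over all test wells plus 3 SD, cut at about 32% in these data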;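 further: peak over basal fluorescence ratio per well then scaled between controls; 0% = DMSO wells and 100% = acetylcholine at EC100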
CRFR2-BP antag: antagonists of CRF-binding protein/CRF-R2 receptor complex | 0.59% of 350,000 active | inhibition, % at 11.8 µM | AID 588475 | HEK293 CRF-R2/CRF-BP, CRF-induced calcium fluorescence;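 active means inhibition of the ligand-induced calcium signal above about 50% at the single tested concentration, limit read from the data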
An asterisk follows results filed as active; nt = not tested or not shown.

SMILES	CHRM4 PAM	CRFBP-R2 agonist	M4 antag	M5 PAM	M5 antag	CHRM5 agonist	M1 PAM	CHRM4 agonist	CRFR2-BP antag
c1ccc(-c2c[nH]c(-c3ccccc3)c2)cc1	0	0.3	-5	1	4	-3	-3	0	-25
CC(=O)c1ccc(NC2CC(O)C(O)CO2)cc1 (configuration not stated)	5	-2.6	-4	-1	8	-8	2	-1	12
COCCN(CCOC)Cc1cc(=O)oc2ccccc12	-4	nt	-1	3	-2	1	4	0	nt
O=C(c1ccncc1)N1N=C(C2CC2)CC1(O)C(F)(F)F (configuration not stated)	-1	1.9	-1	3	2	0	0	1	2
COc1ccccc1-n1c(SCC(=O)N2CCOCC2)nc(O)cc1=O	-4	1.4	0	-9	15	-3	5	0	-11
Cc1ccc(Nc2nc(C)cs2)cc1	-7	1.4	8	2	1	-3	-1	-1	-7
O=S(=O)(Cc1ccccc1)Nc1ccc(F)cc1	-5	1.6	-5	-2	-2	-6	4	1	-10
OCCCCNCc1cc(Br)ccc1OCc1ccccc1	-3	0.6	11	-3	8	-4	8	4	10
COc1ccc(C(=O)NC(=S)NCc2ccco2)cc1	-15	-1.1	-6	-8	2	2	-7	14	2
COc1ccc(OCC(=O)O/N=C(\N)c2ccc(OC)cc2)cc1	-7	-0.1	-8	-3	-1	0	-3	5	5
c1ccc(-c2cnc(-c3cccnc3)o2)cc1	5	-1.4	8	4	-7	-4	-2	1	-16
Cc1onc(-c2ccccc2Cl)c1C(=O)Nc1cccc(S(=O)(=O)N2CCOCC2)c1	-1	2.4	7	-3	11	3	-4	5	3
CCc1cc(=O)oc2cc(C)cc(OCC(=O)NCCN3CCOCC3)c12	6	1.6	2	5	-4	-2	13	1	0
COc1ccc(Cl)cc1NC(=O)CN(C)C(=O)c1ccc2c(c1)CC(c1ccccc1)OC2=O (configuration not stated)	-11	0.3	15	-24	9	4	-3	17	-13
Cc1ccc2c(CC(=O)OC(C)C(=O)NCc3ccc4c(c3)OCO4)coc2c1 (configuration not stated)	-3	-0.4	-3	-14	11	3	4	7	-12
OC(c1ccc(-c2ccccc2)cc1)c1ncc(-c2ccccc2F)[nH]1 (configuration not stated)	3	nt	9	-2	14	0	9	1	nt
COc1ccc(CNS(=O)(=O)c2ccc(C)cc2)cc1	-1	-4.3	0	-3	-1	0	4	1	18
COC(=O)c1ccc(C(c2c(C)n(C)n(-c3ccccc3)c2=O)c2c(C)n(C)n(-c3ccccc3)c2=O)cc1	2	-2.8	-3	4	-2	1	1	2	13
CCOc1ccc(C(=O)C(CCC(CN(C)C)C(=O)c2ccc(OCC)cc2)CN(C)C)cc1 (configuration not stated)	-22	32	14	15	-14	2	-21	13	-92
CCCN(CCC)CCCNC(=O)Cn1cnc2sc(C)c(S(=O)(=O)N3CCCCC3)c2c1=O	-9	0.8	-8	1	8	-3	7	0	-4
Cc1ccc(S(=O)(=O)N2CCN(c3ncnc4scc(-c5ccccc5)c34)CC2)cc1	13	127*	3	6	3	4	-1	1	-103
COc1ccc(S(=O)(=O)N(C)CC(=O)N2CCN(C)CC2)cc1C	-2	-0.8	1	0	5	-2	6	1	23
CCN(CC)CCn1c(N)nc2ccccc21	3	1.8	-4	3	1	-1	4	0	2
COc1ccccc1NC(=O)Nc1ccc(C(N)=O)cc1	-1	1.3	-10	-1	0	1	3	3	21
CCN(CC)c1ncccc1C(=O)NCc1cccs1	-7	1.4	11	-3	4	3	2	2	0
Cc1ccc(C2=NS(=O)(=O)N(C)C(C(=O)NC(C)c3ccccc3)=C2)cc1 (configuration not stated)	0	0.4	-13	-6	-1	2	-2	9	-21
CCCN=C1N/C(=C\c2ccco2)C(=O)N1c1ccccc1	-4	7.6	11	-2	9	3	6	0	-11
O=C(NCCCN1CCCC1=O)c1ccc2c(=O)n(Cc3ccco3)c(=S)[nH]c2c1	-3	0.3	5	3	-6	-2	3	1	4
COc1ccc(N2C(=NC(=O)C3CCCCC3)SC3CS(=O)(=O)CC32)cc1Cl (configuration not stated)	-3	0.0	5	-1	2	3	11	1	4
CCCc1cc(C(=O)N2CCCC(N3CCN(c4ccc(F)cc4)CC3)C2)no1 (configuration not stated)	0	-0.3	1	-6	4	-5	0	0	-3
O=C(CSc1nc2ccccc2c(=O)n1-c1ccccc1)c1c[nH]c2ccccc12	-4	3.2	-4	0	7	2	-8	3	-15
Cc1ccc2c(C)c(C(=O)N3CCCCC3CO)oc2c1C (configuration not stated)	1	0.2	3	0	9	-4	-2	-1	-15
CCC(C)OC(=O)C1=C(C)NC(=O)CC1c1ccccc1OC (configuration not stated)	15	-4.9	-6	2	-8	-7	4	-1	-27
COC(=O)c1[nH]c2ccc(Cl)cc2c1NC(=O)c1ccccc1[N+](=O)[O-]	-5	-0.1	-1	1	-1	-2	1	4	-5
Cc1ccnc(SCC(=O)Nc2c(C)n(C)n(-c3ccccc3)c2=O)n1	-7	0.4	12	-1	4	1	3	1	5
O=C(OCCCN=C1NS(=O)(=O)c2ccccc21)c1ccc([N+](=O)[O-])cc1	-2	0.5	1	1	0	-1	0	0	18
CCOc1cc(C2C3=C(CC(C)(C)CC3=O)N(CCOC)C3=C2C(=O)CC(C)(C)C3)ccc1OC	-4	-2.1	11	-9	10	-4	-5	0	4
O=NC1=C(c2c(O)[nH]c3ccccc23)CCCC1	5	0.3	3	-8	13	1	2	1	-7
COc1cccc(-n2c(N)cc(=O)nc2SCC(=O)Nc2cc(C)on2)c1	2	1.0	-8	6	-11	2	5	0	-4
O=C(NN=C1CCCCCC1)C(=O)Nc1cccc(Br)c1	1	0.2	8	-4	-1	1	1	0	-4
O=C1NC(=S)S/C1=C\c1ccc2ccccc2c1	1	0.4	-3	-1	4	1	3	2	27
O=C1c2[nH]nc(-c3ccccc3O)c2C(c2ccccc2)N1Cc1ccco1 (configuration not stated)	8	-1.8	8	1	7	3	7	-2	-22
CC(C(=O)Nc1ccccc1)N(c1cccc(Cl)c1)S(C)(=O)=O (configuration not stated)	11	-2.9	-15	9	-20	-4	5	0	10
COC(=O)C(C)(N)Cc1ccc(O)cc1 (configuration not stated)	0	-1.4	-16	-2	-2	0	4	-2	3
CC1=CC=CN2C1=NC(=O)CC2(C)C(=O)N(CC(=O)NC1CCCC1)Cc1ccccc1 (configuration not stated)	-5	-0.2	9	9	5	-5	21	0	18
CCCCOc1ccc(C2(C)CC(=O)NC2=O)cc1 (configuration not stated)	14	-2.1	-10	-5	-4	-4	0	0	-22
CCOC(=O)C1CCCN(C(=O)c2ccccc2NS(=O)(=O)c2ccc(F)cc2)C1 (configuration not stated)	-1	0.5	3	10	10	3	6	1	17
CC(=O)Nc1ccc(S(=O)(=O)Nc2nc3ccccc3nc2-n2ccc(=NC(=O)c3ccccc3)cc2)cc1	0	6.3	-2	4	0	4	2	0	6
CCOC(=O)c1c(NC(=O)c2nn(CC)cc2Br)sc2c1CCCCC2	4	-0.1	-2	-1	-2	2	4	1	-16
CC(C)(C)c1cc(CN(CCO)CCO)c(O)c(C(C)(C)C)c1	7	-0.8	5	3	0	-2	5	-2	2
O=C(/C=C/c1ccco1)NCC1OCCc2ccccc21 (configuration not stated)	-2	4.8	-4	5	2	-1	6	1	2
Cc1nn2cnnc2c(C)c1Cc1c(F)cccc1Cl	4	-1.7	-5	3	3	-5	6	1	6
CCn1cc(Br)c(C(=O)Nc2cccc(Cl)c2)n1	21	-6.0	-3	2	-6	-4	3	0	12
Cc1ccc(C(=O)N(CC(=O)NC2CCCC2)c2cccc(F)c2)s1	4	-1.3	-15	-5	9	-3	9	1	6
CCOC(=O)c1ccc(N=Cc2nc(-c3ccccc3)oc2OC(C)=O)cc1	10	0.7	-8	-1	-4	-7	8	1	-16
COC(=O)C1=C(C)N(c2ccc(C)cc2)/C(=C/c2ccc(O)cc2)C1=O	-2	-1.6	8	0	4	-2	5	-1	-12
O=C(COC(=O)c1ccco1)NCc1cccs1	2	0.7	-11	-6	4	-3	6	0	1
CCOc1cc(CNC2CCCC2)c(Cl)cc1OCC(=O)Nc1ccccc1	-12	-1.9	6	-3	8	0	-4	4	-13
CCc1nc2ccc(C(=O)Nc3ccc(OC)c(OC)c3)cn2c1N(CC)Cc1ccc(OC)c(OC)c1	-5	nt	-17	-4	-1	-2	-6	7	nt
Cc1cc(C(=O)CCl)c(C)n1CCc1ccc(Cl)cc1	-1	-0.7	-4	-2	12	-8	-11	2	-24

Next part, overlapping the part above by 2 compounds.
SMILES	CHRM4 PAM	CRFBP-R2 agonist	M4 antag	M5 PAM	M5 antag	CHRM5 agonist	M1 PAM	CHRM4 agonist	CRFR2-BP antag
CCc1nc2ccc(C(=O)Nc3ccc(OC)c(OC)c3)cn2c1N(CC)Cc1ccc(OC)c(OC)c1	-5	nt	-17	-4	-1	-2	-6	7	nt
Cc1cc(C(=O)CCl)c(C)n1CCc1ccc(Cl)cc1	-1	-0.7	-4	-2	12	-8	-11	2	-24
O=C(CN1CCN(S(=O)(=O)c2ccc(Br)cc2)CC1)Nc1ccc2c(c1)OCCO2	3	4.6	6	-3	8	-5	2	4	-36
Cc1nc2ccc(NC(=O)Cc3cccc(F)c3)cc2s1	-5	-1.4	-13	1	3	3	2	1	-2
COCCNC(=O)Cn1ncc2ccsc2c1=O	3	-0.9	4	0	5	0	6	0	7
CC(=O)Nc1cccc(C(=O)OCC(=O)NC(=O)Cc2ccccc2)c1	2	-0.1	4	2	-4	2	0	1	2
OC[C@@H]1CN(Cc2ccc(-c3ccccc3)cc2)C[C@H](n2cnc3c(NCc4ccc(F)cc4)ncnc32)O1	-3	nt	15	-8	18	2	-3	18	nt
CCOC(=O)[C@]12CCC=C1N(Cc1ccc3c(c1)OCO3)C(=O)[C@H](CC(=O)N1CCCCC1)C2	6	nt	-9	-6	-3	3	nt	1	nt
COc1ccc(CN2[C@@H](CC(C)=O)c3cc(C(F)(F)F)ccc3S2(=O)=O)cc1	-3	0.1	0	-5	6	9	2	14	-5
CCOc1ccc(N2C(=O)C3C(c4ccc(OC)cc4OC)NC(CCSC)(C(=O)OC)C3C2=O)cc1 (configuration not stated)	4	0.0	-7	2	-2	2	7	4	12
CSc1ccccc1C(=O)NCCSc1ccc(C)cc1	-5	0.9	-14	-6	2	0	3	1	-4
CN(C)S(=O)(=O)c1ccccc1N=C=S	-1	-0.1	0	0	5	-3	3	2	7
CCOCC(=O)N1CCN(c2ccc([N+](=O)[O-])cc2)CC1	8	0.0	9	-6	13	4	6	3	10
O=C(NCc1ccccc1Cl)c1ccc2ccccc2n1	8	0.3	-16	11	4	-6	7	-1	-1

A section from the list above, for reference:
SMILES	CHRM4 PAM	CRFBP-R2 agonist	M4 antag	M5 PAM	M5 antag	CHRM5 agonist	M1 PAM	CHRM4 agonist	CRFR2-BP antag
O=C(CN1CCN(S(=O)(=O)c2ccc(Br)cc2)CC1)Nc1ccc2c(c1)OCCO2	3	4.6	6	-3	8	-5	2	4	-36
Cc1nc2ccc(NC(=O)Cc3cccc(F)c3)cc2s1	-5	-1.4	-13	1	3	3	2	1	-2
COCCNC(=O)Cn1ncc2ccsc2c1=O	3	-0.9	4	0	5	0	6	0	7
CC(=O)Nc1cccc(C(=O)OCC(=O)NC(=O)Cc2ccccc2)c1	2	-0.1	4	2	-4	2	0	1	2
OC[C@@H]1CN(Cc2ccc(-c3ccccc3)cc2)C[C@H](n2cnc3c(NCc4ccc(F)cc4)ncnc32)O1	-3	nt	15	-8	18	2	-3	18	nt
CCOC(=O)[C@]12CCC=C1N(Cc1ccc3c(c1)OCO3)C(=O)[C@H](CC(=O)N1CCCCC1)C2	6	nt	-9	-6	-3	3	nt	1	nt

Screening data: PubChem BioAssay, several laboratories

The order is random; any-hit rate near 2.6%.
